Assay outcomes deposited in PubChem BioAssay by several laboratories.
KCNK9 block – inhibitors of human KCNK9 two-pore domain potassium channel. B-score at 10 µM. actives 1.2% (n = 310,000). HEK293 KCNK9, FluxOR thallium flux fluorescence; stronger effect = lower value;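 active = ratio B-score over 3 SD below the library mean, with starting fluorescence within 5 SD of its mean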;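 also: negative B-score means less thallium flux so channel inhibition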
GSK3beta inhib – blocks human GSK3beta kinase activity; AID 2097; actives 0.038% (n = 300,000); GST-GSK3beta kinase, ADP-Glo luminescence, 60 min; stronger effect = lower value; activity score (negative = inhibition), % at 10 µM; P49841;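 active = more than half of replicate wells score below -50%, meaning over 50% inhibition versus plate controls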;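 also: 0% = median DMSO wells and -100% = median GW8510 positive control wells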
Target sequence (P49841 whole entry, looked up): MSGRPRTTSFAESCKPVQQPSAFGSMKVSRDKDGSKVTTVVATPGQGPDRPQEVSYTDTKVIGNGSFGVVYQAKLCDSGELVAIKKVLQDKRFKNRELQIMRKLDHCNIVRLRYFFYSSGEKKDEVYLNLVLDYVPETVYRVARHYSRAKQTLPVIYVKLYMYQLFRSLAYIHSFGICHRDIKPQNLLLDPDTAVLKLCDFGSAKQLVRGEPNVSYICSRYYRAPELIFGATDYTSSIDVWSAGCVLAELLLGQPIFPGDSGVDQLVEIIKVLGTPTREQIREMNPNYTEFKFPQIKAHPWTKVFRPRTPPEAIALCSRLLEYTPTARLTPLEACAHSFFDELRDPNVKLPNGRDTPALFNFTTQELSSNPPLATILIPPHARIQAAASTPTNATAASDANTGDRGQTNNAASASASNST
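Assay system: GST-tagged human GSK3beta kinase, cell-free; Input: 1.6 ng GSK3beta; Medium: Tris/MgCl2 kinase buffer; Timing: 60 min enzyme reaction, room temperature; Signal: ADP-Glo luminescence quantifying ADP generated by kinase; Evaluation: score relative to plate controls; Benchmarks: DMSO neutral wells and GW8510 at 20 µM as positive.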
PolyA inhibitor – inhibitors of polyadenylation in S. cerevisiae | AID 1875 | calls only at 12 µM | S. cerevisiae SKY197-pL101 polyadenylation reporter, beta-gal luminescence; efflux-impaired pdr1/pdr3 knockout yeast; score 100 = 6 SD above DMSO | actives 0.02% (n = 300,000);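 active = lowest replicate activity score at least 50, where 100 means six control SD above control mean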;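 also: yeast exposed to compound for 9 h at 30 °C; higher score means more reporter readthrough which indicates perturbed polyadenylation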
GSK3A inh – blocks human GSK-3 alpha kinase | inhibition, % at 10 µM | actives 0.1% (n = 320,000) | AID 2650 | ADP-Glo luminescence, 60 min;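 in the data active = inhibition above about 50%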;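 also: GST-tagged GSK-3 alpha with peptide substrate and 25 µM ATP; 0% = DMSO neutral wells and 100% = GW8510 positive control wells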
RGS4 act – RGS4 potentiation or activation; AID 463111; actives 0.92% (n = 310,000); HEK293 M3R/inducible RGS4, carbachol calcium flux Fluo4; stronger effect = lower value; B-score at 10 µM;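 active = B-score of the integrated calcium signal more than 4 SD below the library mean, with starting fluorescence not abnormally high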;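 also: negative B-score means reduced calcium response which marks RGS4 activation or potentiation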
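test system = M3R-expressing HEK293 line, RGS4 induced by doxycycline | probe or stimulus = carbachol at ECmax as muscarinic agonist stimulus | timing = dye loading 30 min 37 °C, buffer rest 30 min RT | signal = calcium dye Fluo4 fluorescence | evaluation = B score from integrated fluorescence ratio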
HDAC3 inh – human HDAC3 inhibition. AID 2718. recombinant HDAC3, fluorogenic peptide/trypsin coupled, fluorescence. inhibition, % at 8.3 µM. actives 0.15% (n = 320,000). O15379; in the data active = inhibition above about 26%, passing the limit was not always enough
KCNQ1 pot – potentiates or activates the human KCNQ1 potassium channel; CHO-K1 KCNQ1, thallium flux FluxOR fluorescence; stronger effect = higher value; B-score at 10 µM; actives 0.35% (n = 310,000); AID 2648;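 active = fluorescence ratio B-score, a plate-corrected score, at least three library SD, with initial intensity B-score within 5 SD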
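System: CHO-K1 cells stably expressing KCNQ1 / Medium: assay buffer for compound exposure, DMSO matched across wells / Reagent: thallium- and potassium-containing depolarizing buffer / Compound: one concentration, matched DMSO / Incubation: 20 min compound pretreatment at room temperature / Measured by: kinetic FluxOR fluorescence, 10 s baseline plus 110 s post-stimulus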
Dyrk1A ADPGlo – Dyrk1A (rat) kinase inhibition; AID 504441; actives 0.43% (n = 310,000); inhibition, % at 12.5 µM; Q63470; ADP-Glo luminescence, NFATc1 peptide; in the data active = inhibition above about 50%;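 also: plate controls were vehicle with enzyme for no effect and no enzyme for full effect; many of its hits are not listed in these tables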
KCNK3 block – human KCNK3 channel inhibition, primary screen. actives 0.84% (n = 340,000). AID 602410. O14649. CHO-KCNK3 thallium flux, FluxOR fluorescence; stronger effect = lower value. B-score at 10 µM;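 active = B-score under library mean minus 4 SD, starting fluorescence ratio at most library mean plus 5 SD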;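 also: more negative B-score means stronger inhibition of thallium flux through KCNK3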
Target sequence (O14649 whole entry, looked up): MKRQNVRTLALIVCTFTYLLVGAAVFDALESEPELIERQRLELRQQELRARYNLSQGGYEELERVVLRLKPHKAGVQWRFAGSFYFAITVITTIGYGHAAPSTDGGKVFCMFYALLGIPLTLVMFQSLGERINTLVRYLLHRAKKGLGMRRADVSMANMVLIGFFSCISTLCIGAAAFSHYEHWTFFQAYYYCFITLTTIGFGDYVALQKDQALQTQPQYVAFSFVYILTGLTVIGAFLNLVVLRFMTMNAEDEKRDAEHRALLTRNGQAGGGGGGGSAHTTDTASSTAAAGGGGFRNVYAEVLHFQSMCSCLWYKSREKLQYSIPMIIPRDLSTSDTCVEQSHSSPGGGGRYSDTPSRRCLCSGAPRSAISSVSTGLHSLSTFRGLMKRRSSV
KCNQ1 inh – human KCNQ1 channel inhibition. B-score at 10 µM. CHO-K1 KCNQ1, FluxOR thallium flux fluorescence; stronger effect = higher value. actives 1.3% (n = 310,000). P51787. AID 2642;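 active = compounds whose thallium flux B-score, printed positive for inhibition, exceeds three library SD while starting fluorescence stays within three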;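 also: channel opened by potassium depolarization with thallium stimulus after 20 min compound exposure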
hERG rescue – shields human hERG channel from block by proarrhythmic agents; actives 0.51% (n = 310,000); CHO-hERG, FluxOR thallium flux, dofetilide IC70 present; activation (rescue from dofetilide block), less the hit threshold, % at 10 µM; Q12809;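 active = activation above the mean of controls blocked by dofetilide plus 5 SD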;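 also: thallium influx through hERG after potassium depolarization seen as dye fluorescence rise; in these data hits start at about 4.7%; inactives centre near -7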
An asterisk follows results filed as active; i = inactive; · = not tested or not shown. The list is partial. The share of hits here may be higher or lower than overall.

Start of the data: the first 6 records as a preview:
SMILES	KCNK9 block	GSK3beta inhib	PolyA inhibitor	GSK3A inh	RGS4 act	HDAC3 inh	KCNQ1 pot	Dyrk1A ADPGlo	KCNK3 block	KCNQ1 inh	hERG rescue
CCC(=O)Nc1cccc(C2=NOC3(C2)C[C@@H](C(N)=O)N(C(=O)COc2ccc(Cl)cc2)C3)c1 (some centres undefined)	i	-2	i	-2	i	7	i	-2	i	i	-8
COc1ccccc1C(=O)COC(=O)CNC(=O)c1ccc(Br)o1	i	1	i	-1	i	-3	i	·	i	i	-14
Cc1ccc(SCCOCCN2CC(C)OC(C)C2)cc1 (centres undefined)	i	-2	i	1	i	8	i	-4	i	i	-10
Cc1ccc(/C=N\NC(=O)C2COc3cc4ccccc4cc3O2)o1 (centres undefined)	i	-1	i	0	i	7	i	10	i	i	-16
O=C(CN1c2ccccc2Sc2ccccc21)N/N=C/c1ccc([N+](=O)[O-])cc1	i	0	i	-3	i	10	i	17	i	i	-5
Cc1cccc(NC(=O)Cn2nnc(-c3cccs3)n2)c1C	i	0	i	-2	i	9	i	1	i	i	-6

The list itself, repeating the preview:
SMILES	KCNK9 block	GSK3beta inhib	PolyA inhibitor	GSK3A inh	RGS4 act	HDAC3 inh	KCNQ1 pot	Dyrk1A ADPGlo	KCNK3 block	KCNQ1 inh	hERG rescue
CCC(=O)Nc1cccc(C2=NOC3(C2)C[C@@H](C(N)=O)N(C(=O)COc2ccc(Cl)cc2)C3)c1 (some centres undefined)	i	-2	i	-2	i	7	i	-2	i	i	-8
COc1ccccc1C(=O)COC(=O)CNC(=O)c1ccc(Br)o1	i	1	i	-1	i	-3	i	·	i	i	-14
Cc1ccc(SCCOCCN2CC(C)OC(C)C2)cc1 (centres undefined)	i	-2	i	1	i	8	i	-4	i	i	-10
Cc1ccc(/C=N\NC(=O)C2COc3cc4ccccc4cc3O2)o1 (centres undefined)	i	-1	i	0	i	7	i	10	i	i	-16
O=C(CN1c2ccccc2Sc2ccccc21)N/N=C/c1ccc([N+](=O)[O-])cc1	i	0	i	-3	i	10	i	17	i	i	-5
Cc1cccc(NC(=O)Cn2nnc(-c3cccs3)n2)c1C	i	0	i	-2	i	9	i	1	i	i	-6
CCN(CC)S(=O)(=O)c1cc(C(=O)Oc2cccc(-c3cnc4ccccc4n3)c2)ccc1OC	i	-1	i	-2	i	·	i	-3	i	i	-10
CCc1ccccc1NC(=O)C1=CC(c2ccc(OC)c(OC)c2)=NS(=O)(=O)N1C	i	-5	i	0	i	12	i	3	i	i	-6
CCOC(=O)N1CCN(c2ccc(F)cc2[N+](=O)[O-])CC1	i	3	i	-1	i	-1	i	25	i	i	-4
CC(=O)N1CCN(c2ccc(NC(=O)c3cccc([N+](=O)[O-])c3)cc2)CC1	i	1	i	-1	i	-9	i	5	i	i	-6
COc1ccccc1NC(=O)Nc1nc(CC(=O)Nc2ccc(F)cc2)cs1	i	-3	i	-3	i	8	i	-6	i	i	-14
Nc1cc(N)nc(SCC(=O)NCC2CCCO2)n1 (centres undefined)	i	1	i	0	i	-5	i	-8	i	i	-11
Cn1ncc2c(NCc3ccccc3)nc(NCCCO)nc21	i	0	i	0	i	1	i	9	i	i	-5
CC(=O)c1c(C)[nH]c(C(=O)Nc2ccc(C)cn2)c1C	i	5	i	-2	i	10	i	-4	i	i	-6
COc1ccc(N2CCN(c3ncnc4scc(-c5ccc(F)cc5)c34)CC2)cc1	i	1	i	2	i	4	i	4	-11*	8*	-11
Cc1ccccc1NC(=O)CCN1CCCCCC1	i	2	i	-2	i	-6	i	-4	i	i	4.8*
COC(=O)[C@@H]1CCCN1C(=O)c1cc(COc2cccc3cccnc23)on1	i	3	i	0	i	-4	i	1	i	i	-13
Cc1nn(C)cc1CNC(=O)c1cccc(Br)c1	i	2	i	-9	i	-4	i	4	i	i	-9
Cc1ccc(-c2noc(CC(c3ccccc3)c3ccccc3)n2)cc1	i	1	i	-1	i	7	i	-2	i	7*	-2
CC(=O)c1cccc(NC(=O)C2CC(c3ccc(F)cc3)=NO2)c1 (centres undefined)	i	3	i	1	i	-2	i	3	i	i	-6
CCOC(=O)c1[nH]c(C)c(/C(O)=C2\C(=O)C(=O)N(CCN(C)C)C2c2ccncc2)c1C (centres undefined)	i	0	i	-1	i	10	i	1	i	i	-2
CCCn1nnnc1SCC(=O)N1CCN(C(=O)c2ccco2)CC1	i	-1	i	6	i	-2	i	-3	i	i	-24
O=C1c2cccnc2C(=O)N1Cc1ccc2c(c1)OCO2	i	1	i	2	i	-4	i	-6	i	i	-8
O=C(/C=C/N1CCOCC1)c1ccc(-c2ccccc2)cc1	i	1	i	-1	i	2	i	0	i	i	-7
COc1cccc(OC)c1C(=O)OCC(=O)NCC(C)C	i	1	i	0	i	-5	i	2	i	i	-8

Three of the entries above in order of the GSK3A inh value, largest number first.
molecule | KCNK9 block | GSK3beta inhib | PolyA inhibitor | GSK3A inh | HDAC3 inh | KCNQ1 pot | Dyrk1A ADPGlo | KCNK3 block | KCNQ1 inh
CCOC(=O)N1CCN(c2ccc(F)cc2[N+](=O)[O-])CC1 | i | 3 | i | -1 | -1 | i | 25 | i | i
CC(=O)c1c(C)[nH]c(C(=O)Nc2ccc(C)cn2)c1C | i | 5 | i | -2 | 10 | i | -4 | i | i
Cc1nn(C)cc1CNC(=O)c1cccc(Br)c1 | i | 2 | i | -9 | -4 | i | 4 | i | i

More entries follow.
SMILES	KCNK9 block	GSK3beta inhib	PolyA inhibitor	GSK3A inh	RGS4 act	HDAC3 inh	KCNQ1 pot	Dyrk1A ADPGlo	KCNK3 block	KCNQ1 inh	hERG rescue
COC(=O)CCC(=O)Nc1sc(C)c(C)c1C(N)=O	i	-1	i	-1	i	-3	i	2	i	i	-6
CC(C)(C)C(=O)Nc1nnc(COc2ccc(Cl)cc2)s1	i	0	i	-5	i	5	i	-4	i	i	-6
COC(=O)c1cc(CSc2nnc(NC3CCCCC3)s2)oc1C	i	-3	i	5	i	-6	i	-5	i	i	-1
O=[N+]([O-])c1ccc(S(=O)(=O)NCC(c2ccco2)N2CCc3ccccc3C2)cc1 (centres undefined)	i	4	i	-1	i	5	i	2	i	i	-6
Cc1ccc(C23CCC(=O)N2C(C(=O)O)CS3)c(C)c1 (centres undefined)	i	0	i	0	i	0	i	-6	i	i	-3
Cc1ccc(C2NC(=O)NC(O)(C(F)(F)F)C2C(=O)c2cccs2)o1 (centres undefined)	i	1	i	-2	i	6	i	12	i	i	-8
CC(=O)N/C(=C\c1ccc(F)cc1)C(=O)NC(Cc1ccccc1)C(=O)O (centres undefined)	i	2	i	-3	i	-2	i	-6	i	i	-3
CCCCn1c(N)c(N(CCOC)C(=O)COC(=O)c2ccccc2OCC)c(=O)[nH]c1=O	i	1	i	-2	i	0	i	4	i	i	-8
Cc1nn(-c2ccccc2)c2c1C(c1ccc(Cl)cc1)N(c1ccccc1)C(=O)N2 (centres undefined)	i	-1	i	-1	i	3	i	-1	i	i	-6
Cc1ccc(CC(=O)NCCCc2ccccc2)cc1	i	3	i	-1	i	3	i	0	i	i	-5
COc1ccc(C(=O)CSc2ncnc3nc[nH]c23)cc1	i	0	i	2	i	1	i	4	i	i	-7
Cc1noc(C)c1CSc1nnc2n(-c3ccccc3)c(=O)c3ccccc3n12	i	-3	i	-4	i	-8	i	1	i	i	-15
O=C1CCCC2=C1C(c1ccc(OS(=O)(=O)c3ccc(Cl)cc3)cc1)C1=C(CCCC1=O)O2	i	2	i	·	i	2	i	4	i	i	-11
CCN(CC)C(=O)C(=O)c1cccn1-c1cccc(OC)c1C#N	i	1	i	-2	i	1	i	1	i	i	-7
COc1ccc(C(=O)C2CCCN(C(=O)c3ccc(F)cc3)C2)cc1OC (centres undefined)	i	2	i	-3	i	3	i	9	i	i	-12
CC(C)Cc1nnc(NC(=O)CCC(=O)NC2CCCCCCC2)s1	i	1	i	-2	i	-11	i	-1	i	i	-7
Cc1ccc(/C=N/NC(=O)c2cccs2)cc1[N+](=O)[O-]	i	2	i	-3	i	-2	i	-3	i	i	-10
CCc1cccc(CC)c1NC(=O)NC1CCCCC1	i	-3	i	-1	i	-1	i	1	i	i	-1
COc1cccc(NC(=O)N2CCC(n3nnc4ccccc43)CC2)c1	i	-3	i	-1	i	-3	i	-1	i	i	-22
CCC(=O)Nc1nn(C)c2nc3c(C)cccc3cc12	i	-3	i	1	i	-3	i	4	i	i	-5
O=C(O)C1=C[C@@H](C2CC2)C[C@@H](OCCCCO)O1	i	0	i	-5	i	4	i	-3	i	i	-9
Cc1nnc(SCC(=O)N/N=C/c2cc(Cl)c(O)c(Cl)c2)s1	i	-9	i	2	i	4	i	-1	i	i	-9
O=C(NC1CCCC1)C1CCC(CNS(=O)(=O)c2ccccc2)CC1 (centres undefined)	i	0	i	0	i	3	i	7	i	i	-9
Cc1c(C(=O)NCC2CCCO2)oc2c(Cl)cccc12 (centres undefined)	i	1	i	-2	i	-8	i	15	i	i	-6
COCCNC(=O)CSc1ccccc1C(=O)O	i	0	i	0	i	2	i	2	i	i	-13
SMILES	KCNK9 block	GSK3beta inhib	PolyA inhibitor	GSK3A inh	RGS4 act	HDAC3 inh	KCNQ1 pot	Dyrk1A ADPGlo	KCNK3 block	KCNQ1 inh	hERG rescue
CCCC1O[C@@H]2CC3C4CCC5=CC(=O)C=C[C@]5(C)C4C(OC(C)=O)C[C@]3(C)[C@]2(C(=O)COC(C)=O)O1 (some centres undefined)	i	1	i	-2	i	-2	i	7	i	i	-14
O=C(NCCc1ccccn1)c1cc2ccccc2o1	i	-3	i	-4	i	1	i	18	i	i	-3
NC(=O)CN1C(=O)C(O)(CC(=O)c2ccccc2O)c2ccccc21 (centres undefined)	i	3	i	-2	i	6	i	-3	i	i	1
CC(=O)N(Cc1cc(=O)[nH]c2ccccc12)c1ccc(C)cc1C	i	-1	i	0	i	-4	i	0	i	i	-1
CC(C)(C)NC(=S)N/N=C/c1cc(Br)c(O)c(Br)c1	i	5	i	-1	i	-4	i	1	i	i	-3
CC1CN(C(=O)c2ccc(CNS(=O)(=O)c3cccc(C(F)(F)F)c3)cc2)CC(C)O1 (centres undefined)	i	0	i	-4	i	4	i	13	i	i	-5
CN1CCN(CC(=O)Nc2ccc(OC(F)(F)F)cc2)CC1	i	1	i	0	i	-4	i	-4	i	i	-5
Cc1nnc(NC(=O)CCS(=O)(=O)Cc2ccccc2)s1	i	2	i	-2	i	6	i	-1	i	i	0
